Screens from PubChem BioAssay.
V1R ag counter: activates human V1a receptor in oxytocin agonist counter-screen | P37288 | CHO-V1R cells, Fluo-8 calcium fluorescence, agonist mode; 0% DMSO, 100% 3 nM vasopressin | activation, % at 3 µM | 320,000 compounds, 0.25% hits;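 active = activation above the mean activation of all tested compounds plus 3 SD, per screening run, cut at about 20% in these data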;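 note: signal is peak over basal fluorescence ratio across a 100 second FLIPR read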
Target sequence (P37288 whole entry, looked up): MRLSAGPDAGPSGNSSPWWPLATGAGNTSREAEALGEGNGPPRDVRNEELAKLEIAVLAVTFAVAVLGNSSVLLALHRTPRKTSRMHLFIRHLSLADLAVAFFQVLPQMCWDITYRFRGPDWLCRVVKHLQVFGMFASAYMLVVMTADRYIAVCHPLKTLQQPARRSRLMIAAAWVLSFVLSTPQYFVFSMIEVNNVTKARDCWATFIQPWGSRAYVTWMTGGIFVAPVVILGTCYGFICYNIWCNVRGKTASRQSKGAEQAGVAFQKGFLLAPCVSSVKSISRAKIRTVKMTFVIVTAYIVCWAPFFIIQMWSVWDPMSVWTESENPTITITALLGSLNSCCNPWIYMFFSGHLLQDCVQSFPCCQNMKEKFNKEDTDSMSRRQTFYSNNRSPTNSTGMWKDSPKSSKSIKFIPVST
HCV NS3 hel inh: inhibitors of Hepatitis C virus NS3 helicase | NS3 helicase DNA unwinding, Cy5 molecular beacon fluorescence | inhibition, % at 10.9 µM | AID 1800 | 290,000 compounds, 0.56% hits;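 active = inhibition above the mean of all tested compounds plus 3 SD, set per campaign, cut at about 35% in these data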;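 note: 0% = DMSO wells and 100% = thioflavine S control wells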
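test system = hepatitis C virus NS3 helicase domain fragment enzyme | reagent = annealed dual-labelled DNA beacon duplex, ATP-started | times = 1 h at 25 °C | detection = Cy5 fluorescence, 0 and 60 min reads | read-out basis = percent inhibition from t60/t0 fluorescence ratio | control set = DMSO and thioflavine S | replication = one well per compound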
VIM-2 inhibitor: inhibitors of Pseudomonas aeruginosa VIM-2 metallo-beta-lactamase | purified VIM-2, nitrocefin hydrolysis, epi-absorbance fluorescence | inhibition, % at 5.6 µM | 290,000 compounds, 0.89% hits | AID 1527;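 active = inhibition above the mean of all tested compounds plus 3 SD, cutoff set per screening run, cut at about 7.5% in these data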;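 note: red hydrolysis product quenches plate fluorescence so inhibitors raise well fluorescence; 0% = enzyme with DMSO and 100% = DMSO without enzyme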
IMP-1 inh: blocks Pseudomonas aeruginosa IMP-1 metallo-beta-lactamase; purified IMP-1, nitrocefin hydrolysis, epi-absorbance fluorescence; inhibition, % at 5.6 µM; AID 1556; 290,000 compounds, 0.45% hits;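 active = inhibition above the mean plus 3 SD of all compounds in the same screening run, cut at about 4.5% in these data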;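 note: 0% = IMP-1 with DMSO and 100% = DMSO wells lacking enzyme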
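System – purified recombinant IMP-1 beta-lactamase · Input – IMP-1 dispensed at 0.2 nM · Timing – 15 min preincubation plus 25 min reaction at 25 °C · Signal – Epi-absorbance fluorescence, 480 nm excitation, 530 nm emission · Measure – percent IMP-1 inhibition derived from blank-referenced optical density · Controls – Enzyme-plus-DMSO low control, enzyme-free DMSO high control · Replication – singlicate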
FID counter: displaces DNA intercalator in HCV helicase counter-screen | inhibition, % at 7.9 µM | AID 1845 | 290,000 compounds, 0.17% hits | DNA fluorescent intercalator displacement, fluorescence; in the data active = inhibition above about 37%;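 note: 0% = vehicle and 100% = reference compound; higher means more ethidium bromide displaced from hairpin DNA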
GalR3 antag: human GalR3 antagonism; HEK293 GalR3-CNG cAMP membrane potential fluorescence; galR3 body fused to GalR1 C-terminus; 360,000 compounds, 0.44% hits; inhibition, % at 3 µM;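 active = inhibition above the screen-wide average plus 3 SD, cut at about 13% in these data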;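 note: forskolin and galanin both at EC90 stimulate the cells; cAMP rise reported by CNG channel membrane potential dye signal; 0% = forskolin plus galanin with DMSO and 100% = forskolin alone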
GPR7 antagonist: human neuropeptides B/W receptor 1 antagonism. GPR7-expressing cells, fluorescence antagonist assay. P48145. 290,000 compounds, 1.1% hits. inhibition, % at 4.4 µM; in the data active = inhibition above about 16%, passing the limit was not always enough;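 note: cells stimulated with the agonist NPW; 0% = agonist with vehicle and 100% = vehicle without agonist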
Target sequence (P48145 whole entry, looked up): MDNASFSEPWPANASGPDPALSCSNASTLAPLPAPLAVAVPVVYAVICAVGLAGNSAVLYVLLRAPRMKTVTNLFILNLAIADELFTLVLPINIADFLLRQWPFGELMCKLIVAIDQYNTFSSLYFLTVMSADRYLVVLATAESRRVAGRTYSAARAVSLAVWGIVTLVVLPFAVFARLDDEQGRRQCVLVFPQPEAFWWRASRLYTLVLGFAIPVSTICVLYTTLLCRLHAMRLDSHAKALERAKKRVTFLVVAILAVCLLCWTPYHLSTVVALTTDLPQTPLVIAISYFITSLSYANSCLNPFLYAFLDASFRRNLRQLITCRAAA
PHOSPHO1 inh: blocks human PHOSPHO1 phosphatase activity; Q8TCT1; recombinant PHOSPHO1, absorbance phosphatase assay; inhibition, % at 13.3 µM; 290,000 compounds, 1.1% hits; AID 1565; in the data active = inhibition above about 60%
Target sequence (Q8TCT1 whole entry, looked up): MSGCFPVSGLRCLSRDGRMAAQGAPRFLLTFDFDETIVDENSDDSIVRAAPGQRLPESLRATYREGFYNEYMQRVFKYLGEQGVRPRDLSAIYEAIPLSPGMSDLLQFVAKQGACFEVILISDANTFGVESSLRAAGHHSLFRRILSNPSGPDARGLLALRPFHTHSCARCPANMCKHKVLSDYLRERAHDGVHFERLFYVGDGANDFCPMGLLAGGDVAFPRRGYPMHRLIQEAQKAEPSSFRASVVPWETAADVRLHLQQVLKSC
OXTR agonist: agonists of human oxytocin receptor | P30559 | activation, % at 3 µM | CHO-OTR cells, Fluo-8 calcium fluorescence; normalized: DMSO 0%, oxytocin 100% | 320,000 compounds, 0.32% hits;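 active = activation above the mean of all tested compounds plus 3 SD, cutoff set per screening run, cut at about 20% in these data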;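 note: peak over basal fluorescence ratio from a 100 s FLIPR kinetic read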
* = called active by the depositor; x = not tested or not shown.

SMILES,V1R ag counter,HCV NS3 hel inh,VIM-2 inhibitor,IMP-1 inh,FID counter,GalR3 antag,GPR7 antagonist,PHOSPHO1 inh,OXTR agonist
CC(C)Cc1nc(SCC(=O)Nc2ccc(S(N)(=O)=O)cc2)n[nH]1,0.1,-3,-0.1,-2.7,1,-3,1,6,1.2
CC(C)C[C@@H](C(=O)O)N(Cc1cccc(CN([C@@H](CC(C)C)C(=O)O)S(C)(=O)=O)c1)S(C)(=O)=O,1.7,1,-0.6,-3.8,-19,-3,-9,-7,1.6
COc1ccc(C2c3[nH]c4ccccc4c3C[C@H]3C(=O)N(C4CCN(Cc5ccccc5)CC4)CC(=O)N23)cc1OC (stereo partly specified),4.4,-72,-1.6,-0.6,2,-9,-4,x,4.3
Cc1cccc(NC(=S)NC(NC(=O)c2ccco2)C(Cl)(Cl)Cl)c1 (stereo unspecified),8.7,-3,0.4,0.1,-3,2,-1,8,3.5
Cc1cccc(/C=N/NC(=O)CNc2cccc3ccccc23)n1,7.7,-3,-4.5,-3.2,-9,-10,-12,-16,8.1
COCCCN1C(=O)C(=O)/C(=C(/O)c2ccc(OC(C)C)c(C)c2)C1c1ccncc1 (stereo unspecified),-0.4,12,-0.7,-3.3,-27,-5,-6,-1,-0.2
COCCNC(=O)C1c2cc(OC)c(OC)cc2C(=O)N(C)C1c1cccnc1 (stereo unspecified),0.0,6,-4.4,-5.5,6,-3,-1,46,1.5
CC(C)CCNC(=O)c1ccc2c(Cl)c3c(nc2c1)CCC3,-2.1,8,2.1,-0.3,-26,-9,9,24,-1.8
O=C(NNC1=NS(=O)(=O)c2ccccc21)c1ccccc1Cl,0.3,7,-0.7,-1.6,-1,-8,-8,-5,0.8
O=C(NCc1ccncc1)c1ccccc1Nc1ccc(SC(F)F)cc1,4.0,-17,-1.2,-1.3,-11,-4,-1,37,5.2
COc1ccccc1NS(=O)(=O)c1cccc(NC(=O)C2CC(=O)N(Cc3ccccc3)C2)c1 (stereo unspecified),-0.7,-20,-3.6,-1.6,-39,-2,2,32,-0.3
COc1ccccc1OCC(=O)Nc1sc2c(c1C(=O)NCC1CCCO1)CCC2 (stereo unspecified),-0.5,14,0.2,1.8,-27,-5,6,-10,-2.1
Cc1cccc(CC(=O)N2CCC(n3nccc3NC(=O)C3CC3)CC2)c1,0.2,1,-2.7,-2.3,-10,-3,2,31,0.4
O=C(NC12CC3CC(CC(C3)C1)C2)c1cccnc1,0.8,12,-4.7,-3.2,-1,-6,-4,6,-0.1
Cc1cc(C)n(C(=O)CNc2ccccc2Cl)n1,-1.6,-1,-1.1,-4.7,-4,-4,-19,-13,-1.9
Cc1c(Br)c([N+](=O)[O-])nn1CC(=O)NCCc1c[nH]c2ccccc12,3.8,-4,2.7,-1.4,10,5,17,0,1.1
COc1ccc(/C=C/C(=O)NC(=S)Nc2ccc(N3CCN(C(C)=O)CC3)cc2)cc1,2.3,-2,-1.9,-1.6,-11,1,-10,-34,-0.1
O=C(c1cc(Cl)c(=O)n(Cc2ccc(Cl)cc2)c1)N1CCOCC1,0.6,3,-6.2,-2.1,3,-3,-11,52,0.3
CCOc1cc(C(=S)N2CCOCC2)ccc1OC(=O)/C=C/c1ccc(OC)c(OC)c1,4.0,4,-3.3,-0.5,-5,-10,-9,-5,1.8
Cc1nc2cc(C(=O)OCC(=O)N(CC(C)C)C3CCS(=O)(=O)C3)ccc2n1-c1ccccc1 (stereo unspecified),-0.6,-12,-2.7,-0.4,-36,-2,2,6,1.8
CCn1c(SC)nnc1-c1c[nH]c2ccccc12,3.0,0,-1.4,-3.4,-3,x,-13,11,3.2
CCN1CCN(c2ccc(NC(=O)c3ccc(C#N)cc3F)cc2Cl)CC1,1.2,-2,2.7,-1.8,13,-2,-3,-8,3.0
Cc1nccc2[nH]c(=O)c(C(=O)NC3CCCCC3C)cc12 (stereo unspecified),-0.4,25,-2.1,-2.3,-13,-6,-7,-23,-1.9
O=C(c1cc([N+](=O)[O-])ccc1N1CCCCC1)N1CCCCC1,-1.9,0,-2.4,-3.3,-17,-8,11,39,-2.3
Cc1nn(C)c(Cl)c1/C=N/OC(=O)c1ccccc1,-0.7,2,-3.5,-2.1,-15,-8,-5,0,-2.6
CCCn1c(N)c(N(CCOC)C(=O)c2ccc([N+](=O)[O-])c(C)c2)c(=O)[nH]c1=O,0.9,-5,0.7,-1.2,-7,5,-11,19,1.1
COc1ccccc1NC(=O)c1oc2ccccc2c1NC(=O)c1cc(OC)c(OC)c(OC)c1,-0.6,3,-3.6,-1.0,2,-4,-13,x,1.0
O=C1CC(c2cccc(Cl)c2)Cc2nc(N3CCN(c4ccccc4)CC3)ncc21 (stereo unspecified),0.6,8,-2.7,-5.6,10,3,-3,4,-0.6
COc1ccc(C2C(C#N)=C(N)OC3=C2C(=O)CC(C)(C)C3)cc1OC (stereo unspecified),0.6,7,-1.4,-1.5,0,-2,-6,23,0.8
CCSc1nc2ccccc2c(=O)n1OCC(=O)OC,-1.9,-5,-4.0,2.0,-9,-3,-6,3,-1.9
CC1(C)C2CC=C(/C=N/NC(=S)NCCc3ccccc3)C1C2 (stereo unspecified),-0.1,1,-3.8,-3.2,-22,-10,-31,30,-0.7
Cc1ccc(C)n1NC(=O)c1ccc([N+](=O)[O-])cc1,-0.8,4,-0.9,-2.5,2,-4,-15,1,-1.2
CCS(=O)(=O)N1Cc2ccccc2CC1C(=O)Nc1ccc(C)cc1 (stereo unspecified),-1.2,0,-1.7,-3.0,-5,-4,5,-1,-1.1
O=C(N/N=C/C=C/c1ccccc1)c1cccnc1,2.2,5,-2.7,-1.5,-7,-4,-9,-10,0.6
COc1cc(C2C(C#N)=C(N)Oc3cc(C)oc(=O)c32)cc2c1OCO2 (stereo unspecified),1.1,13,-0.4,-2.1,-6,-5,-6,-21,1.2
COCCN(CCOC)C(=O)CC(=O)N(CCOC)CCOC,-0.5,2,-2.3,-1.5,-1,-1,-8,3,0.2
COC(=O)c1ccc(S(=O)(=O)N2CCCCCC2)cc1,-1.2,-7,-4.2,-3.2,-5,-5,-10,18,-1.1
CC(c1ccccc1)C1C(C#N)=C(N)OC2=C1C(=O)CCC2 (stereo unspecified),0.3,2,-2.8,-3.6,-2,-6,-2,32,1.0
O=C(NCCc1ccccc1)C(=O)c1c(-c2ccccc2)cc2ccccn12,-0.6,-6,-2.5,-2.7,-22,0,4,-3,-2.0
CCn1c(CC(=O)Nc2ccccc2F)nnc1SCC(=O)NC1CCCC1,0.4,8,0.5,1.0,-20,-11,-15,32,0.2
Cc1cccc(S(=O)(=O)c2c(N)n(/N=C/c3cccnc3)c3nc4ccccc4nc23)c1,1.3,-4,-1.2,0.1,0,-6,3,10,-1.1
CN(C)C(=O)c1cc(C(=O)Cc2ccccc2)c[nH]1,1.9,11,-2.4,-5.0,-12,-5,5,6,2.4
CCc1csc(CCNC(=O)C2CCC(=O)N(CCc3cccc(F)c3)C2)n1 (stereo unspecified),x,5,-1.8,-4.0,-34,-4,-6,32,x
CC(/C=C/c1ccco1)=N/NC(=O)c1ccc(C)nc1,0.3,4,-4.4,-2.3,-11,-2,-7,46,0.0
CCc1cccc(CC)c1NC(=O)CN1CCc2cc(OC)c(OC)cc2C1,1.4,-2,-4.0,-4.2,-18,x,-16,20,2.8
CCOc1c(CNc2nnnn2C)cccc1OC,1.0,-4,-1.5,-1.4,1,-3,-10,43,1.1
O=C(COC(=O)c1ccccc1NCc1ccco1)Nc1ccc2c(c1)OCO2,-0.1,0,-2.6,-2.8,-7,-4,-7,18,-2.2
COc1cccc(/C=C2\Oc3cc(OCC(=O)N4CCC[C@H]4C(=O)O)ccc3C2=O)c1,0.5,9,-1.3,-1.1,-16,-5,-6,44,-0.6
Cc1ccc(/C=N/NC(=O)Cc2cccn2C)cc1,0.9,2,-0.5,-1.2,-7,-5,-3,-5,0.8
CCc1cc(=O)oc2cc(OC(C)C(=O)NCc3ccccn3)ccc12 (stereo unspecified),1.4,3,0.1,-1.9,-23,4,0,-13,-0.5
Clc1cccc(-c2nn3c(Cn4cnc5ccccc54)nnc3s2)c1,4.9,25,0.7,-0.7,-28,-5,-2,52,5.6
CCCCn1c(-c2csc(C(C)C)c2)n[nH]c1=S,-0.5,12,6.0,-3.8,-17,-6,1,-10,-1.0
COc1ncnc2sc3c(c12)CCCC3,-1.1,3,-2.0,1.0,0,-6,-8,9,-0.6
COc1cc(C(=O)NCCOC(=O)c2cccc(N(C)C)c2)cc(OC)c1OC,-0.7,-1,-2.3,-1.2,-33,1,-2,22,-0.2
NC(=O)c1ccccc1OCC(=O)NS(=O)(=O)c1ccc(Cl)cc1,1.1,0,-3.6,-2.6,-6,-6,-9,-5,0.9
Nc1nc(-c2cc(Cl)cc(Cl)c2OC(F)F)cs1,-1.1,-2,-2.0,-1.8,-5,-6,-26,44,-3.0
CC(=O)Nc1ccc(CN2CCN(Cc3ccc(F)c(F)c3)C(CCO)C2)cc1 (stereo unspecified),1.0,-8,-4.3,-1.2,1,-2,-12,7,1.5
COc1cc2c(cc1OC)CN(C(=O)NS(=O)(=O)c1ccc(C)cc1)CC2,-0.2,2,-5.7,-2.2,-2,-1,-15,16,0.2
Cc1nc2ccccc2n1C1CCN(C(=O)Nc2ccccc2)CC1,1.1,-18,-1.5,-4.0,-2,-4,0,32,0.5
COc1cccc(OC)c1OC(=O)/C=C/c1ccc(C)o1,-1.0,-7,-2.1,-1.9,-29,1,-6,-9,-1.2

Continued.
SMILES,V1R ag counter,HCV NS3 hel inh,VIM-2 inhibitor,IMP-1 inh,FID counter,GalR3 antag,GPR7 antagonist,PHOSPHO1 inh,OXTR agonist
N#Cc1ccccc1OCC(=O)N1CCN(C(=O)c2ccco2)CC1,-0.4,2,-4.3,-2.3,-7,-8,3,20,2.2
COc1ccc(CC(=O)Nc2ccccc2C(=O)N2CCCC2)cc1,-0.5,-6,-3.4,-3.8,-8,-1,-21,x,-0.9
O=c1[nH]c2ccccc2[n+]([O-])c1-c1ccccc1,0.6,2,-0.6,-1.3,0,-3,-10,-14,-0.3
CCOC(=O)CC1COCCN1Cc1cn(C)nc1-c1ccccc1F (stereo unspecified),-0.1,2,-1.9,-0.1,-4,-3,-1,40,0.8

Full records from above.
CCOC(=O)CC1COCCN1Cc1cn(C)nc1-c1ccccc1F (stereo unspecified) across the screens: V1R ag counter: -0.1; HCV NS3 hel inh: 2; VIM-2 inhibitor: -1.9; IMP-1 inh: -0.1; FID counter: -4; GalR3 antag: -3; GPR7 antagonist: -1; PHOSPHO1 inh: 40; OXTR agonist: 0.8
N#Cc1ccccc1OCC(=O)N1CCN(C(=O)c2ccco2)CC1 across the screens: V1R ag counter: -0.4; HCV NS3 hel inh: 2; VIM-2 inhibitor: -4.3; IMP-1 inh: -2.3; FID counter: -7; GalR3 antag: -8; GPR7 antagonist: 3; PHOSPHO1 inh: 20; OXTR agonist: 2.2
